# Screening data as filed in PubChem.
# Rhodamine fluor: rhodamine region autofluorescence | Rhodamine-region fluorescence, 547/598 nm, Tris buffer; hits give high values | max dye-equivalent concentration, M | actives 0.05% (n = 59,000); in the data active = max dye-equivalent concentration above about 11 nM; inconclusive = between about 1.1 nM and that limit
#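 Compound fluorescence in 100 mM Tris, pH 8.0, read after 15 min at room temperature with 547 nm excitation and 598 nm emission. Output is dye-equivalent concentration from an on-plate rhodamine standard series.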
# Tau fil binding: binds recombinant human tau filaments; P10636; recombinant tau filaments, thioflavin S fluorescence, 15 h; filaments grown with octadecylsulfate alongside compound; Potency, µM (top dose mostly 57.1 µM), for inactives: at the highest dose activity change, negative = inhibition; actives 2% (n = 71,000);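 also: potency is read from the fitted curve at half-maximal effect; % is scaled to controls: 0 for no effect and ±100 for the full control effect; actives lower thioflavin S fluorescence by blocking filaments or displacing dye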
#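 Thioflavine S fluorescence (ex 450, em 510 nm) reports filaments formed from 1 uM human tau plus 30 uM ODS over 15 h at 37 C (10 mM HEPES pH 7.4, 100 mM NaCl, 5 mM DTT); compounds displacing dye or blocking filaments lower signal.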
# ERK AVP block: blocks ERK signaling stimulated by vasopressin; HEK293-V1b, vasopressin-stimulated pERK AlphaScreen; Potency, µM (top dose mostly 57.5 µM), inactives show at the highest dose activity, negative = inhibition, hits mostly inhibitors; actives 0.99% (n = 72,000); also: potency is read from the fitted curve at half-maximal effect; % is scaled to controls: 0 for no effect and ±100 for the full control effect; nearly all actives have a fitted effect of over 55% in size
#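 HEK293 cells stably expressing V1b receptor, preincubated 30 min at 37 °C with compound, then stimulated 5 min with 25 nM vasopressin. Phospho-ERK by AlphaScreen SureFire after 5 h RT; normalized to DMSO and vasopressin; AC50 by Hill fit.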
# USP2a inhib: inhibitors of human ubiquitin-specific protease USP2a | O75604 | USP2a enzymatic assay, qHTS inhibition | Potency, µM (highest dose often 38.3 µM), without a hit: at the top dose activity change, negative = inhibition, actives largely listed as inhibitors | actives 0.1% (n = 60,000);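 also: potency is read from the fitted curve at half-maximal effect; nearly all actives have a fitted effect of over 60% in size; plate controls were DMSO for no effect and NEM full inhibition control for full effect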
# Target sequence (O75604 whole entry, looked up): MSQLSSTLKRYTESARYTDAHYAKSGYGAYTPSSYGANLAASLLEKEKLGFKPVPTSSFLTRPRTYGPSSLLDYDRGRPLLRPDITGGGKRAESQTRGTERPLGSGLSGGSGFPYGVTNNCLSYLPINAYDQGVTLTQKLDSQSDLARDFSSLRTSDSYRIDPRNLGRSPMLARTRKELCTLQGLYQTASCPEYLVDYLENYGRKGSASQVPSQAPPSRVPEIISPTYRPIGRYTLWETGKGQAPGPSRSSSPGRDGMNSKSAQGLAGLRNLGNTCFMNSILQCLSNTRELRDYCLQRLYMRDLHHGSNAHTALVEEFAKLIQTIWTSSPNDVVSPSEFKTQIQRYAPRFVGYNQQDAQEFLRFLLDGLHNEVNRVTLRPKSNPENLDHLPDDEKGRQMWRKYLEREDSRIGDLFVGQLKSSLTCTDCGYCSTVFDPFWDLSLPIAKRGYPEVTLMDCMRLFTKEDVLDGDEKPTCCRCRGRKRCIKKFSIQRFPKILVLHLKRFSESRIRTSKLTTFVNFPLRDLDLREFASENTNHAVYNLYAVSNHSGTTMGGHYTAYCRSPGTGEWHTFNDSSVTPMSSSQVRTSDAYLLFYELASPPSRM
#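 20 nM USP2 core + cpd, 30 min RT; add 20 nM Ub-PLA2/20 uM NBD C6-HPC; read Ex460/Em535 at 0 h and 2.5 h. Normalized to NEM; qHTS curve fit/classification.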
# Texas Red fluor: compound fluoresces in the Texas Red spectral region | Compound fluorescence, Texas Red channel, 547/618 nm; hits give high values | max dye-equivalent concentration, M | actives 0.06% (n = 59,000); in the data active = max dye-equivalent concentration above about 10 nM; inconclusive = between about 1.1 nM and that limit
#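 Texas Red-region profiling: compounds in 100 mM Tris pH 8.0 were read at 547/618 nm after 15 min at room temperature. Intensities were normalized against a six-point Texas Red standard series to give dye-equivalent concentration.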
# HADH2 inhib: HADH2 (human) dehydrogenase inhibition | Q99714 | recombinant HADH2, NADH fluorescence, beta-hydroxybutyryl-CoA | Potency, µM (top dose mostly 57.1 µM), inactives show at the highest dose activity change, negative = inhibition, hits mostly inhibitors | actives 3.4% (n = 73,000) | AID 886; also: potency is read from the fitted curve at half-maximal effect; % is scaled to controls: 0 for no effect and ±100 for the full control effect; nearly all actives have a fitted effect of over 60% in size; many of its hits are not listed in these tables
#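 His-tagged recombinant enzyme from E. coli, 20 nM, preincubated 15 min RT with compound; reaction started with 1 mM NAD+ and 90 uM beta-hydroxybutyryl-CoA in 100 mM Tris-HCl pH 9.0. NADH fluorescence (ex 360/em 450) read over 4 min; last-minus-first difference.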
# FLuc inh: firefly luciferase inhibition; P08659; purified firefly luciferase, luminescence, 8 min; Potency, µM (doses to about 57.1 µM), inactives show at the highest dose activity change, negative = inhibition, most hits filed as inhibitors; actives 2.2% (n = 72,000); AID 411; also: potency is read from the fitted curve at half-maximal effect; % is scaled to controls: 0 for no effect and ±100 for the full control effect; nearly all actives have a fitted effect of over 40% in size
#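 Luminescence read-out after 8 min at room temperature; enzyme reaction used luciferin plus 10 uM ATP (linear range) in imidazole buffer pH 7.2 with KCl, MgCl2, Tween 20 and BSA. Each sample was run as a titration.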
# Caspase-1 inhib: blocks human caspase-1 allosterically or competitively; P29466; actives 0.03% (n = 75,000); Caspase-1 enzyme, Ac-WEHD-AFC fluorogenic rate; Potency, µM (doses to about 57.5 µM), for the others: at the highest dose activity change, negative = inhibition, most hits filed as inhibitors;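 also: potency is read from the fitted curve at half-maximal effect; plate controls were vehicle for no effect and no substrate for full effect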
# Target sequence (P29466 120-297 limits assumed): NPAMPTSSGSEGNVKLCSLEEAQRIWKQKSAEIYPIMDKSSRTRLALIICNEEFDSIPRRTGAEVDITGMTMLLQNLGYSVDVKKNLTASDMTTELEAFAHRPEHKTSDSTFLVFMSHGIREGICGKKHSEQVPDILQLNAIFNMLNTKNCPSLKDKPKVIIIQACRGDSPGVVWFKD
# Target sequence (P29466 317-404 limits assumed): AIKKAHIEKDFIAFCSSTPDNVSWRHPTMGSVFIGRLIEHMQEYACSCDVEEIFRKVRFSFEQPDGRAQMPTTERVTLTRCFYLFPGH
# HEK293 cAMP cs: counter-screen for TSHR agonists: cAMP increase in parental HEK293. parental HEK293 CNG cAMP sensor, membrane potential fluorescence. Potency, µM (titrated, usually from 57.1 µM), for the others: at the top dose activation, hits mostly activators. actives 2.5% (n = 73,000); also: potency is read from the fitted curve at half-maximal effect; % of control where 0% means no effect; nearly all actives have a fitted effect of over 55% in size
#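 Parental HEK 293 cells stably expressing a cAMP-gated CNG channel were loaded with membrane potential dye containing 100 uM RO 20-1724 for 60 min. Compound added for 30 min; depolarization read as fluorescence intensity at 590 nm.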
# Casp7 inh: allosteric or competitive inhibitors of human caspase-7. P55210. recombinant caspase-7, Ac-DEVD-AFC fluorescence rate. Potency, µM (series often up to 57.5 µM), for inactives: top-dose activity change, negative = inhibition, actives largely listed as inhibitors. actives 0.02% (n = 75,000). AID 889; active = well fitted inhibition curve with a large enough effect in the main read-out, with a control signal flat, not every such curve was filed as active; inconclusive = small, poorly fitted or top-dose-only effect, or a change in a side signal; also: potency is read from the fitted curve at half-maximal effect; % of control where 0% means no effect
# Fluorescein autfl: compound autofluorescence in fluorescein spectral region. Compound autofluorescence, 480/540 nm, fluorescein-equivalent; hits give high values. max fluorescein-equivalent concentration, M. actives 0.91% (n = 59,000). AID 593; in the data active = max fluorescein-equivalent concentration above about 10 nM; inconclusive = between about 1.1 nM and that limit
#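 Compounds (23 nL) in 100 mM Tris pH 8.0, 15 min at room temperature, then fluorescence read at 480 nm excitation/540 nm emission. Signal converted to fluorescein-equivalent concentration from an on-plate fluorescein standard curve.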
# An asterisk follows results filed as active; i = inactive; ? = inconclusive; / = not tested or not shown; & = joins results of further samples; [ ] = another dose, or the depositor's remark. Unless noted, calls follow the shape of the dose curve; as a rule, active = well fitted curve in the direction sought with a large enough effect; inconclusive = small, poorly fitted or top-dose-only effect, or another doubt; inactive = no such curve, though single readings can be large; an effect the other way counts as inactive or inconclusive. These rows are one share of the data; count on the stated rates, not on these rows.
SMILES,Rhodamine fluor,Tau fil binding,ERK AVP block,USP2a inhib,Texas Red fluor,HADH2 inhib,FLuc inh,Caspase-1 inhib,HEK293 cAMP cs,Casp7 inh,Fluorescein autfl
Cc1cccc(C)c1NC(=O)CSc1nnc([C@@H]2CCCN2C(=O)OC(C)(C)C)o1,i,11%,-1%,-1%,i,-3%,0%,-2%,9%,0%,?
CC1(C)CC(=NO)CC(C)(C)N1,i,-5%,3%,0%,i,14%,-1%,1%,1%,0%,i
FC(F)(F)c1ccccc1-c1cncnc1Nc1ccccc1,i,4%,5%,-7%,i,?,-1%[2.29 µM],0%,-7%,-2%,i
O=C(Cn1cnc2c(cnn2-c2ccccc2)c1=O)N1CCN(c2ccc(F)cc2)CC1,i,-1%,11%,-7%,i,7%,4%,0%,3%,8%,?
CCCCOC(=O)C1=C(C)NC2=C(C(=O)CCC2)C1c1cc(OC)ccc1OC (configuration not stated),i,-20%,-7%,25%,i,6%,0%,-15%,6%,-15%,?
CCc1nnc(NC(=O)COC(=O)CN2C(=O)c3ccccc3C2=O)s1,i,-7%,10%,7%,i,6%,1%,0%,4%,0%,i
CC1CCc2nn(CC(=O)NCCCN3CCCCC3)cc2C1 (configuration not stated),/,6%,2%,/,/,9%,3%,-3%,3%,-1%,/
COc1ccc(CCNc2nc(-c3sc(N)nc3C)cs2)cc1OC,/,16µM*,?,41%[activator],/,?,-6%,-5%,-11%,-4%,/
N#CCCN1CCN(C(=S)c2ccc(-c3cc(Cl)ccc3Cl)o2)CC1,i,2.5µM*,-5%,12%,i,?,-8%,-3%,?,-2%,i
O=C(CN(CCc1ccccc1)C(=O)CNS(=O)(=O)c1ccc(F)cc1)NCc1ccco1,i,-4%,-23%,3%,i,22%,1%,0%,17%,4%,i
CCN(CC)C(=O)Sc1cccc2cccnc12,i,-11%,-12%,/,i,-18%,-3%,1%,5%,1%,i
O=C(NCC1CCCO1)c1ccc(NC(=O)C2CCCCC2C(=O)O)cc1 (configuration not stated),i,5%,-17%,-3%,i,1%,-1%,2%,1%,3%,i
CC1CCN(CC(O)COC2CCC(C(C)(C)C)CC2)CC1 (configuration not stated),i,-13%,5%,4%,?,10%,1%,1%,20%,-1%,i
CN(C)c1ccc(C(=C2C=CC(=[N+](C)C)C=C2)c2ccc(N(C)C)cc2)cc1,/,0.13µM*,10µM*,10µM*,/,-29%,/,-1%&-6%,-40%[inhibitor],-15%&-4%,/
CCc1ccccc1NC(=O)Cn1nnc(-c2cccs2)n1,i,30%,9%,/,i,-10%,2%,-2%,7%,1%,i
N#Cc1c(NC(NC(=O)c2ccco2)C(=O)c2ccccc2)sc2c1CCCC2 (configuration not stated),/,26%,-23%,36%[activator],/,?,0%,-5%,-11%,-3%,/
COc1ccc(N2CCN(C(=O)CCNS(=O)(=O)c3ccc4c(c3)CCC(=O)N4)CC2)cc1,i,-10%,?,4%,i,-15%,1%,-1%,-5%,-1%,?
C=CCn1c(SCC(=O)Nc2ccc(C)cc2C)nnc1-c1cccnc1,i,13%,26%,7%,i,9%,0%,-1%,1%,0%,i
CCn1c(C(=O)N2CCCC(C(=O)NCCc3ccc(C)cc3)C2)cc2sccc21 (configuration not stated),i,-8%,?,12%,i,-5%,1%,-4%,?,-2%,i
COCC(=O)NC1CCN(S(=O)(=O)c2ccc(C(=O)O)cc2)CC1,i,7%,0%,-3%,i,6%,1%,1%,-1%,-2%,i
COc1ccc(C(C)N2CC34C=CC(O3)C(C(=O)O)C4C2=O)cc1 (configuration not stated),i,2%,-2%,7%,?,-1%,2%,0%,5%,0%,i
Cc1ccc(N=C2SCCCN2C(=O)c2ccco2)cc1Cl,i,-5%,?,-20%,i,-3%,0%,-3%,?,-2%,i
Cc1cccc(NC(=O)CSc2nnc(-c3ccccc3)n2N)c1C,i,-2%,5%,11%,?,3%,3%,3%,-13%,0%,i
O=C(NCc1ccco1)c1cccnc1-c1nc2ccccc2s1,i,34%,23%,0%,i,1%,1%,-5%,8%,-10%,3.5e-08M*
CCCS(=O)(=O)Nc1cc(C(F)(F)F)ccc1OCCOC,i,-14%,8%,0%,i,?,0%,2%,14%,-1%,?
COc1ccc(C)c2sc(N3CCCC3)nc12,i,10%,-13%,-17%,i,1%,-2%,0%,-7%,-2%,?
CCSc1nnc(NC(=O)CCc2ccccc2)s1,/,195%,12%,-1%,/,-5%,1%,-1%,6%,-1%,/
CC1CCN(C(=O)Cn2nc(C(F)(F)F)c3c2CCCC3)CC1,i,-8%,4%,8%,i,-1%,2%,1%,27%,-1%,?
COc1ccccc1CN1CC[C@@]2(CCCN(C(=O)c3cc(C(F)(F)F)cc(C(F)(F)F)c3)C2)C1,i,-20%,-5%,43%[activator],i,1%,2%[11.4 µM],-1%,?,-1%,?
Cc1ccc(C)n1-n1cnc2scc(-c3cccs3)c2c1=O,i,-1%,-22%,21%,i,1%,2%,-6%,?,4%,?
CC1CN(c2ccc(Oc3ccccc3)cc2)c2nc3c(c(=O)[nH]c(=O)n3C)n2C1 (configuration not stated),i,-7%,-13%,8%,i,8%,-4%,-2%,-24%,1%,?
CCOC(=O)c1cc2c(n(-c3ccc(C)cc3)c1=O)CCCC2=O,i,-6%,0%,1%,i,?,1%,1%,2%,-2%,?
COc1cc(C(=O)Nc2cccc(-c3nc4ncccc4o3)c2C)cc(OC)c1OC,i,-7%,2%,3%,i,2%,2%,2%,20%,-1%,i
CCOC(=O)c1cc(-c2nnc(-c3ccc(Cl)cc3)o2)c(C)nc1C,/,64%,-4%,/,/,6%,3%,3%,12%,-2%,/
CC(C)C(NC(=O)OCc1ccccc1)C(=O)OCC(=O)N1CCCCC1 (configuration not stated),i,8%,1%,9%,i,-4%,-7%,2%,1%,2%,i
Cc1cc(C(=O)CN2C(=O)c3ccccc3C2=O)c(C)n1Cc1cccs1,i,9%,-2%,20%,i,6%,7.9µM*,-2%,2%,-3%,i

# Record cards, as listed above.
# CCOC(=O)c1cc(-c2nnc(-c3ccc(Cl)cc3)o2)c(C)nc1C as listed: Rhodamine fluor: /; Tau fil binding: 64%; ERK AVP block: -4%; USP2a inhib: /; Texas Red fluor: /; HADH2 inhib: 6%; FLuc inh: 3%; Caspase-1 inhib: 3%; HEK293 cAMP cs: 12%; Casp7 inh: -2%; Fluorescein autfl: /
# COc1ccc(C)c2sc(N3CCCC3)nc12 as listed: Rhodamine fluor: i; Tau fil binding: 10%; ERK AVP block: -13%; USP2a inhib: -17%; Texas Red fluor: i; HADH2 inhib: 1%; FLuc inh: -2%; Caspase-1 inhib: 0%; HEK293 cAMP cs: -7%; Casp7 inh: -2%; Fluorescein autfl: ?

# More records:
SMILES,Rhodamine fluor,Tau fil binding,ERK AVP block,USP2a inhib,Texas Red fluor,HADH2 inhib,FLuc inh,Caspase-1 inhib,HEK293 cAMP cs,Casp7 inh,Fluorescein autfl
Cc1cc(C)cc(N(CCC#N)C(=O)CSc2nc3nc(C)cc(C)n3n2)c1,i,3%,-14%,6%,i,-8%,1%,0%,0%,0%,?
O=S(=O)(NC1CCCC1)c1ccc(S(=O)(=O)NC2CCCC2)cc1,i,1%,8%,1%,i,4%,2%,-1%,9%,1%,i
CC(=O)NCCCc1c[nH]c2ccc(Cl)cc12,i,116%,-12%,4%,i,?,-14%,0%,4%,0%,i
C=C1C(C(=O)N2CCN(C)CC2)C1C(=O)N1CCN(C)CC1 (configuration not stated),i,1%,14%,4%,i,4%,5%,0%,6%,0%,i
Cc1ccc(C(=O)Nc2ccc(Cl)cn2)cc1S(=O)(=O)N1CCOCC1,/,3%,?,/,/,-2%,-2%,-1%,7%,-2%,/
Cc1ccc(C)o1,/,1%,12%,/,/,-5%,/,-3%,-3%,-1%,/
CCOC(=O)Cc1csc(SCc2nc3ccccc3c(=O)[nH]2)n1,i,-4%,-10%,-9%,?,4%,2%,-3%,0%,-2%,i
CCOc1cc(C#N)c(NC(=O)c2cccnc2)cc1OCC,i,1%,-24%,5%,i,-1%,0%,-2%,7%,0%,i
O=C(c1ccco1)N1CCC2(CCCN(c3ccccn3)C2)CC1,i,8%,9%,87%[activator],i,-6%,1%[11.4 µM],-3%,?,-3%,i
O=C(NC1(C(=O)NC2CCCC2)CCCCC1)c1ccc2c(c1)OCO2,i,-2%,3%,5%,i,5%,0%,0%,29%,1%,i
CCOC(=O)C(C)Oc1cccc2c(=O)n(CC(=O)N3CCc4ccccc43)ccc12 (configuration not stated),/,40%,/,/,/,13%,3%,-1%,21%,-1%,/
CCN(Cc1ccccc1)C(=O)CCc1nc(-c2ccc(C)cc2)no1,i,6%,3%,-16%,i,-9%,0%,-4%,?,-1%,i
